Hep lipid drop: modulators of hepatic lipid droplet formation; inhibition, % at 6.5 µM; AML12 mouse hepatocytes, oleate lipid droplets, BODIPY imaging; AID 1656; 240,000 tested, 0.4% active;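 active = lipid droplet intensity inhibited by at least 50%, with more than 500 cells counted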
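Assay system: AML12 hepatocytes (mouse) / Also added: 100 µM oleic acid challenge / Times: overnight treatment with compound plus oleate / Detection: high-content imaging of BODIPY-stained droplets and DAPI nuclei / Evaluation: % inhibition of lipid droplet signal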
CSM14.1 death rescue: rescue of cells from ER stress-induced death, primary screen, 384-well, CSM14.1, thapsigargin, ATP luminescence (AID 1222); CSM14.1 thapsigargin-induced death rescue, ATP luminescence; higher % means a stronger effect; one-dose cellular ATP content (survival), % at 20 µM; EC50 in µM for titrated hits; 190,000 tested, under 10 active;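 active = EC50 below 50 µM in the dose-response confirmation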;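 note: death triggered by thapsigargin at about 15 µM added after 2 h compound pretreatment; cell ATP read after overnight thapsigargin exposure of roughly 18 to 22 hours; normalized against plate controls of thapsigargin alone and 5% DMSO vehicle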
Dynein transport: dynein cargo transport inhibition; 3617.4 mouse cells, GR-EGFP nuclear translocation imaging; test concentration mostly 20 µM; stimulated with dexamethasone, 1 µM; hits give low values; z-score, hits read low; 220,000 tested, 0.47% active; AID 1381;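 active = plate z-score of nuclear minus cytoplasmic receptor signal below a set negative limit, without overly bright fluorescence or cell loss, cut at about -3.5 in these data, passing the limit was not always enough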;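 note: z-score of nuclear minus cytoplasmic ring GR-EGFP intensity difference per well; some compounds called inactive have numbers as strong as hits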
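medium = tetracycline-free induction medium containing charcoal-stripped FBS | probe or stimulus = dexamethasone, 1.0 µM final | timing = 48 h induction, then 1 h compound, then 30 min agonist, 37 °C | detection = automated 10x imaging of fixed Hoechst-stained cells | read-out basis = nuclear versus cytoplasmic GR-EGFP signal, averaged per well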
XIAP antagonists: XIAP antagonists, biochemical, IAP family, fluorescence polarization (AID 1018); displacement, % at 20 µM, or IC50 in µM where a hit was titrated; XIAP BIR domain, fluorescence polarization peptide displacement; higher % means a stronger effect; 200,000 tested, 0.007% active; in the data active = displacement above about 50%; note: a part of the inactive calls stands beside numbers as strong as those of hits
WT yeast gro inh: growth inhibition of WT yeast, mitochondrial fusion screen. mitochondrial fusion phenotypic screen, WT strain. inhibition, % at 10 µM. 190,000 tested, 2.1% active; in the data active = inhibition above about 58%; tested in S. cerevisiae
bCat nuc transl: modulators of beta-catenin nuclear translocation | HeLa beta-catenin nuclear translocation, immunofluorescence imaging | nuclear translocation activity, % at 5 µM | 190,000 tested, 0.3% active;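 active = nuclear translocation activity above 50% at 5 µM, with a well cell count of 50 or more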;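 note: per-cell ratio of nuclear to cytoplasmic median beta-catenin stain intensity; plate controls were DMSO negative control for no effect and GSK-3 inhibitor IX positive control for full effect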
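assay system = human HeLa cells, endogenous beta-catenin | times = compound treatment 24 h, 37°C, 5% CO2 | detection = Anti-beta-catenin immunofluorescence on PFA-fixed, Triton-permeabilized cells, DAPI nuclei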
Autophagy HCS: autophagy modulation, high-content screen; calls only at 10 µM (by protocol); 190,000 tested, 0.98% active; MEF GFP-LC3 puncta imaging; test concentration mostly 10 µM;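 active = percentage of spot-positive cells more than 3 SD above its plate mean, without a fluorescence outlier flag or 80% toxicity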;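 note: spot-positive cell cutoff set from DMSO-treated cells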
Insulin prom up: MIN6 insulin promoter up-regulation. MIN6 insulin promoter-GFP reporter, high-content imaging; hits give high values. z-score at 5 µM. 190,000 tested, 0.3% active. AID 1625;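 active = z-score above 3 at 5 µM with at least 500 cells counted in the well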
MT stabilizer: microtubule stabilizers in HeLa cells | 200,000 tested, 0.83% active | % tubulin-high responders, % at 10 µM | HeLa tubulin immunostaining HCS, 24 h; share of cells brighter than vehicle mean+2SD | AID 2205;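 active = plate Z-score above 3 for both tubulin-high and condensed-nucleus cell shares, with cell loss under 80%, at 10 µM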;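 note: anti alpha tubulin signal scored within the nucleus-defined area of each cell; some results filed as inactive read as strong as hits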
WT yeast gro inh mutant strain: recorded beside WT yeast gro inh, whose call it bears; inhibition, %; mitochondrial fusion phenotypic screen, mutant strain inhibition
Dynein transport cytoplasmic EGFP: further read-out of Dynein transport, marked with its call; z-score; measured here: cytoplasmic GR-EGFP intensity; hits give high values
Dynein transport nuclear GR-EGFP: second read-out of Dynein transport, no call of its own (marks repeat the call); z-score; measured here: nuclear GR-EGFP intensity;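 lower value marks the stronger effect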
Dynein transport cell count: second read-out of Dynein transport, no call of its own (marks repeat the call); z-score; measured here: cell count per field
Insulin prom up cell count: also measured in Insulin prom up; calls as there; cell count; measured here: cytotoxicity, nuclei count;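 total cells summed across four imaged fields per well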
Hep lipid drop cells 6.5 µM: further read-out of Hep lipid drop, marked with its call; cell count; measured here: cell count, cytotoxicity flag;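 cells counted across two imaged fields per well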
bCat nuc transl cell count 5 µM: recorded beside bCat nuc transl, whose call it bears; cell count; measured here: cell count, cytotoxicity flag
MT stabilizer Hoechst-high %: further read-out of MT stabilizer, marked with its call; % Hoechst-high responders; measured here: nuclear condensation Hoechst responders;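 share of cells brighter than vehicle mean plus two SD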
MT stabilizer cytotoxicity %: further read-out of MT stabilizer, marked with its call; toxicity, %; measured here: cytotoxicity by cell density;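 0% = mean cell density of plate MIN control wells and 100% = no cells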
Autophagy HCS cell loss 18 h: also measured in Autophagy HCS; calls as there; toxicity, %; measured here: cell loss, nuclei count;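 cell loss after 18 h compound exposure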
An asterisk follows results filed as active; i = inactive; . = not tested or not shown. Rows were taken by chance. Share with any hit: about 4%.

SMILES	Hep lipid drop	Hep lipid drop cells 6.5 µM	CSM14.1 death rescue	Dynein transport	Dynein transport cytoplasmic EGFP	Dynein transport nuclear GR-EGFP	Dynein transport cell count	XIAP antagonists	WT yeast gro inh	WT yeast gro inh mutant strain	bCat nuc transl	bCat nuc transl cell count 5 µM	Autophagy HCS	Autophagy HCS cell loss 18 h	Insulin prom up	Insulin prom up cell count	MT stabilizer	MT stabilizer Hoechst-high %	MT stabilizer cytotoxicity %
CN(c1ccccc1)S(=O)(=O)c1cc(C(=O)Nc2nc3ccccc3[nH]2)ccc1Cl	34	744	0.2%	1.3	-0.091	0.96	-1.3	-1.6%	54	28	-1.7	1087	i	-2	-0.88	1003	6.7	1.9	11
CC(=O)N1NC(=Nc2ccccc2)SC1(C)C	-12	747	0.4%	-0.47	-0.31	-0.014	0.64	-4.8%	0	5	0.6	978	i	-3	-1.1	1363	3.3	3.1	3.0
COc1ccc(NC(=O)c2nc[nH]c2C(=O)N[C@@H](C)C(=O)OC(C)(C)C)cc1	11	711	.	-0.11	-0.79	-0.058	-0.066	.	.	.	-0.2	1329	.	.	-0.15	962	.	.	.
COc1cc(/C=C/[N+](=O)[O-])ccc1OCc1cccc(C(=O)O)c1	1	742	0.9%	-3.6*	1.7*	-1.7*	-1.3*	-5.8%	-5	6	-0.2	1533	i	15	1	1374	1.3	1.3	3.7
CC1(C)Oc2ccc(C(=O)N3CCc4ccccc43)cc2N(CC(=O)N2CCCC2)C1=O	.	.	-1.0%	0.35	-0.37	0.078	0.21	-4.0%	-2	-2	-1.3	945	i	9	0	1192	4.8	1.9	9.5
Cc1cc(C(=O)Cn2nnc(-c3ccc(Cl)cc3)n2)c(C)n1-c1ccccc1	-1	684	1.5%	1.9	-0.35	0.84	-0.37	-14%	35	7	0.5	1094	i	15	-0.16	1522	3.8	1.9	2.2
COc1cc2[nH]c3ccccc3c2cc1C	0	635	.	0.031	-0.71	0.5	-0.99	.	.	.	0.5	1080	.	.	0.73	578	.	.	.
CC1=CC(C)(C)NC(=S)N1c1ccc2ccccc2c1	-8	752	-2.6%	-0.099	-0.24	-0.23	0.21	-1.3%	5	12	-2.4	1195	i	-2	-0.59	976	2.6	2.5	8.2
COc1cccc(CNC(=O)C2CCN(S(=O)(=O)c3ccc4c(c3)CCC(=O)N4)CC2)c1	.	.	-1.7%	0.69	-0.22	0.56	-0.25	-18%	-13	-21	.	.	i	-3	0.03	1048	2.0	4.6	6.5
CC1CCC(NC(=O)C2c3ccccc3C(=O)N2Cc2ccc3c(c2)OCO3)CC1 (stereo not drawn)	-1	651	-0.1%	-0.29	-0.32	0.15	0.18	-5.4%	5	23	-3.3	1065	i	0	-0.24	1394	2.6	2.2	5.7
COc1ccc2c(c1)-c1nc(NC(=O)c3ccco3)sc1CC2	-12	798	-3.1%	1.5	-0.21	1.5	-0.72	2.2%	36	31	0.1	549	i	16	-0.37	1127	3.0	1.7	3.8
O=C(N/N=C\c1ccccn1)c1ccccc1O	2	662	0.4%	-0.18	-0.33	0.056	1.7	-16%	5	-2	1.1	1114	i	7	-0.04	1199	4.2	1.7	4.4
Cc1nn2c(C(F)(F)F)c3c(nc2c1-c1ccccc1)CCC3	-7	739	3.3%	-0.96	-0.37	-0.35	1.2	13%	-6	6	1.9	1536	i	-5	0.09	1374	2.0	2.0	1.0
O=[N+]([O-])c1ccc(N2CCN(CCO)CC2)cc1Sc1ccccn1	12	714	1.2%	0.0047	-0.16	-0.13	0.48	-10%	3	-9	-2.7	1062	i	-5	0.14	1596	10	0.9	7.9
COC(=O)CNc1nc(Cl)nc(Nc2ccc(Cl)cc2)n1	-9	624	0.0%	-0.21	-0.16	-0.13	-0.6	-4.5%	-4	-5	-0.1	1031	i	3	0.2	1532	3.1	2.4	3.8
COc1cccc(-c2ccc(C#N)c(SCC(=O)NCc3ccco3)n2)c1	6	693	-2.8%	-0.76	-0.25	-0.44	0.38	15%	-7	5	-0.2	1620	i	3	-0.32	1445	1.1	0.7	7.4
Cn1c(=O)c2cc(S(=O)(=O)NCCC(=O)Nc3ccccc3F)ccc2n(C)c1=O	.	.	-1.4%	0.25	-0.33	0.0027	-0.072	-4.8%	4	1	1.3	1369	i	-4	-0.97	1357	5.5	3.2	5.7
O=C(O)CC/C(=C\c1cccc(NC(=O)c2ccccc2Cl)c1)c1nc2ccccc2s1	3	699	2.7%	1	-0.29	-0.09	-0.64	-1.4%	-12	-14	0.4	1128	i	-6	0.64	1196	2.2	1.6	4.0
Cn1nccc1NC(=O)COCC(=O)O	5	749	.	-1	-0.29	-0.76	2.2	.	.	.	0.4	1212	.	.	0.84	1384	.	.	.
CCOC(=O)C1(Cc2cccc(OC)c2)CCN(CCO)CC1	-1	683	0.5%	-0.88	-0.3	-0.46	0.74	-6.9%	-2	7	-1.9	1205	i	8	0.26	1430	3.6	2.8	1.4
O=C(C1CCC1)N1CCc2cc(S(=O)(=O)Nc3ccc4c(c3)OCCO4)ccc21	.	.	3.1%	2.6	-0.096	0.88	-0.72	-2.6%	9	-10	-1.0	1382	i	30	-1.4	1493	5.6	2.4	14
CC(C)(C)S(=O)(=O)/C(C#N)=C/Nc1ccccn1	2	753	.	-0.54	0.64	-0.46	-0.14	.	.	.	-0.2	1329	.	.	-0.47	1074	.	.	.
Cc1cc(C)cc(C(=O)NC(=S)Nc2ccc3[nH]c(=O)[nH]c3c2)c1	11	618	-3.1%	0.27	-0.27	0.17	0.053	-10%	3	6	-0.8	982	i	-9	-0.16	1300	5.3	1.6	4.5
NC(=O)C1CCN(S(=O)(=O)Cc2ccccc2Cl)CC1	6	717	-0.8%	-0.85	-0.23	-0.055	0.46	-12%	-11	-9	-0.6	1549	i	-11	.	.	2.1	1.5	2.4
Fc1ccc2c(c1)C(c1ccncc1)=NNC(c1ccccc1)=N2	-6	693	-0.8%	-0.12	-0.1	-0.17	0.3	-9.3%	-9	0	-3.2	1050	i	7	0.07	1520	5.1	2.7	5.0
Next part:
SMILES	Hep lipid drop	Hep lipid drop cells 6.5 µM	CSM14.1 death rescue	Dynein transport	Dynein transport cytoplasmic EGFP	Dynein transport nuclear GR-EGFP	Dynein transport cell count	XIAP antagonists	WT yeast gro inh	WT yeast gro inh mutant strain	bCat nuc transl	bCat nuc transl cell count 5 µM	Autophagy HCS	Autophagy HCS cell loss 18 h	Insulin prom up	Insulin prom up cell count	MT stabilizer	MT stabilizer Hoechst-high %	MT stabilizer cytotoxicity %
O=C(N/N=C/C=C/c1ccccc1)C1CC1c1ccccc1 (stereo not drawn)	23	764	-0.7%	-0.61	-0.31	-0.28	0.5	-4.1%	64*	1.8*	.	.	i	-1	.	.	2.0	2.6	12
COc1ccc(NC(=O)C2CCC(C(C)(C)C)CC2)cc1S(=O)(=O)N1CCCCC1 (stereo not drawn)	5	706	-0.9%	-0.26	-0.23	0.24	0.42	0.7%	35	3	-2.2	993	i	4	-0.08	1256	3.0	2.9	13
Cn1c(=O)oc2cc(S(=O)(=O)NCc3ccc(C(=O)O)cc3)ccc21	18	750	.	-0.3	0.2	0.81	0.18	.	.	.	-0.7	1289	.	.	0.45	1034	.	.	.
Cc1ccc(NCC(=O)c2ccc([N+](=O)[O-])cc2)cc1	35	658	-0.5%	-1.6	-0.12	-1	0.93	-2.1%	4	9	-0.7	1133	i	10	0.03	1256	2.7	1.0	11
CC1(C)Cc2nc3sc4c(=O)n(Cc5ccccc5)cnc4c3cc2CS1	-9	739	-2.9%	-0.27	-0.14	0.035	4.2	-8.2%	-1	-21	.	.	i	3	1.1	1155	2.5	2.0	7.4
Cc1ccc(NC(=O)c2cc(S(=O)(=O)NCCc3ccccc3)ccc2F)cc1Cl	-15	607	-2.7%	0.11	-0.21	-0.16	0.037	-2.2%	1	4	1.1	1096	i	-9	-0.13	1572	3.5	3.1	10
CCOC(=O)c1sc(SC)c(C(C)=O)c1C	2	753	5.7%	0.13	-0.067	0.13	0.2	-5.1%	7	11	1.6	1148	i	-1	.	.	2.6	2.3	8.1
Cc1ccc(C(=O)Nc2ccc3c(c2)OCO3)cc1	7	787	-8.6%	2.5	0.029	1.9	-1.6	-4.4%	2	-17	1.5	1058	i	0	-0.47	925	1.6	1.0	7.1
COc1cccc(/C=C2\SC(=S)N(CC3CCCO3)C2=O)c1 (stereo not drawn)	1	651	-1.5%	-0.073	-0.27	-0.047	1.2	-2.8%	31	7	3.4	534	i	-20	0.02	1314	3.8	2.8	2.4
COc1ccc(NC(=O)Nc2ccccc2SC)cc1	-6	638	0.5%	-0.089	-0.32	0.5	0.29	-7.1%	23	20	0.1	1051	i	0	0.68	1654	4.7	2.5	5.2
CCOc1cccc(/C=N/NC(=S)NCCN2CCOCC2)c1O	13	675	-1.2%	-0.075	-0.31	-0.14	0.49	-3.8%	3	7	-0.8	1110	i	2	-0.31	1120	1.2	1.7	0.1
CS(=O)(=O)N1CCN(CCN2C(=O)c3cccc4cccc(c34)C2=O)CC1	-7	561	-0.2%	4.1	-0.29	0.82	-0.18	-5.5%	-1	-4	-2.9	1119	i	-5	-0.8	1390	5.5	1.6	11
COCCN1Cc2cccc(C(=O)Nc3c(C)cc(C)cc3C)c2C1=O	.	.	1.6%	0.062	-0.22	0.21	0.24	-3.9%	16	23	-0.3	798	i	-9	-0.69	1306	2.3	3.1	12
